# HSF1 inh: HSF1 inhibition | activity change, negative = inhibition, % at 7.5 µM (by protocol) | AID 2098 | NIH3T3-HGL HSE-luciferase, MG132-induced, luminescence 8 h; hits give low values | 300,000 compounds, 0.77% hits;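 active means more than half of replicate wells show activity change below -50%, luminescence cut by over half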;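 further: luciferase reports HSF-1 transcriptional activity via heat shock element; 0% = median of DMSO wells and -100% = zero luminescence signal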
# AI-2 QS mod: Vibrio harveyi AI-2 quorum sensing modulation. Vibrio harveyi JMH597 AI-2 luminescence/OD600 ratio, 9 h; hits give low values; strain lacks LuxN and CqsS sensors; 0 = neutral-control median. activity change, % at 7.5 µM. 300,000 compounds, 0.4% hits. AID 2094; in the data active means activity change below about -75%, passing the limit was not always enough;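 further: luminescence divided by OD600 gain over 9 h not by final OD600 alone; inactives centre near 13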
# HIF act: HIF pathway transcriptional activation. U2OS HRE-luciferase reporter, luminescence; normalized: DMSO 0%, desferrioxamine 100%. activation, % at 7.5 µM (by protocol). 300,000 compounds, 0.32% hits;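 active means mean activation of at least 10% of the iron chelator positive control signal, with at least half of replicates also reaching 10%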
# HSF-1 act: increases HSF-1 driven luciferase reporter signal. NIH3T3-HGL HSF-1 luciferase reporter, MG132, 8 h; 100% = twice DMSO control signal. activation, % at 9 µM. 300,000 compounds, 1.7% hits;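 active means mean replicate activation of at least 50% with a set share of replicates each reaching 50%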;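 further: 0% = median of the neutral control wells and 100% = twice that signal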
# HSP90 inh: blocks HSP90-mediated luciferase refolding in reticulocyte lysate. Rabbit reticulocyte lysate, luciferase refolding luminescence, 3 h. inhibition, % at 5.6 µM. 290,000 compounds, 0.91% hits. AID 1789;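 active means inhibition above the screen-wide mean plus 3 SD, computed separately per campaign, cut at about 16% in these data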;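 further: 0% = DMSO wells and 100% = 60 µM geldanamycin wells; inhibitors lower the luminescence because luciferase stays unfolded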
# KLF5 inhibitor: suppresses KLF5 promoter-driven expression | inhibition, % at 5 µM | 290,000 compounds, 0.23% hits | DLD-1 KLF5 promoter-luciferase reporter, luminescence | AID 1700;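 active means inhibition above a per-plate limit of that plate's mean compound inhibition plus 3 SD, cut at about 60% in these data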;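 further: 0% = DMSO wells and 100% = LY294002 at 200 µM; higher means less KLF5 promoter-driven luciferase light; inactives centre near -14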
# IEC-6 tox: counter-screen for KLF5 inhibitors: cytotoxicity in IEC-6 cells; IEC-6 cytotoxicity, luminescence viability; inhibition, % at 5 µM; 290,000 compounds, 0.78% hits; AID 1825; in the data active means inhibition above about 22%;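 further: 0% = plate median of test compound wells and 100% = cytotoxic reference compound wells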
# SKKanGAS inh: blocks kanamycin growth of S. pyogenes SKKanGAS strain | BacTiter-Glo, 6 h | inhibition, % at 7.5 µM | 300,000 compounds, 1.3% hits | AID 1662;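 active means mean replicate score, as percent of positive control median, at least 50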;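 further: strain carries kanamycin resistance gene driven by streptokinase promoter and grows in 40 µg/ml kanamycin; loss of luminescence reflects streptokinase promoter inhibition or plain growth inhibition; 0% = median of DMSO wells and 100% = positive control at its reference dose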
# Platelet DG rel: platelet dense granule release activity. human platelet-rich plasma, SFLLRN dense granule ATP release, luminescence. inhibition, %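 (compounds screened at 7.5 µM in platelet-rich plasma)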. 300,000 compounds, 0.22% hits. AID 1663;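 active means mean replicate score, as percent of positive control, at or above 50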
# aSyn 5UTR inh: 5' untranslated region of α-synuclein, MLPCN primary screen | 300,000 compounds, 0.82% hits | inhibition, % (tested at 7.5 µM) | alpha-synuclein 5'UTR reporter, inhibitor activity; in the data active means inhibition above about 60%;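 further: H4 neuroglioblastoma cells stably carrying SNCA 5'UTR luciferase fusion; 0% = DMSO wells and 100% = positive control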
# * marks the source's active call; other numbers are inactive results; . = no result given.
SMILES,HSF1 inh,AI-2 QS mod,HIF act,HSF-1 act,HSP90 inh,KLF5 inhibitor,IEC-6 tox,SKKanGAS inh,Platelet DG rel,aSyn 5UTR inh
CCC1Oc2ccc(C)cc2N(CC(=O)N(Cc2ccc3c(c2)OCO3)CC2CCCO2)C1=O (centres undefined),3.0,10.4,-0.3,-10.8,1.9,-12.3,-2.1,-4.2,6.1,34.5
CCCNC(=O)COc1ncnc2sccc12,-3.2,14.6,-0.1,3.0,-0.4,2.8,3.7,-3.0,-1.1,-7.0
NC(=O)c1cc(S(=O)(=O)NCCc2ccccc2)cs1,-3.1,35.4,-0.4,-7.3,-4.4,-21.8,-9.2,-3.0,3.3,-7.9
COc1ccccc1NC(=O)Nc1nc(CC(=O)NC2CCCC2)cs1,1.1,13.9,0.6,-4.7,.,.,.,8.5,.,-13.7
O=C(Nc1ccccc1N1CCOCC1)c1cc(F)cc(F)c1,-9.4,9.2,0.2,-4.5,3.5,8.3,1.3,-2.3,4.3,9.9
COc1cccc(/C=N/NC(=O)CSc2nnc(C)n2-c2ccccc2)c1OC,-0.1,14.9,-0.3,9.5,-1.1,-22.5,3.8,-3.9,-0.1,-0.6
CN(C)c1ccc(N2C(=NC(=O)CCC3CCCC3)SC3CS(=O)(=O)CC32)cc1 (centres undefined),-7.1,16.0,-0.4,-2.0,1.3,-45.1,1.8,-1.0,-1.2,7.0
CCCC(=O)Nc1cccn(Cc2ccccc2Br)c1=O,2.0,11.2,-36.2,-4.0,2.3,3.7,0.2,13.3,-0.9,-29.4
O=C(NCC(c1ccco1)N1CCc2ccccc2C1)c1ccccc1Cl (centres undefined),1.9,25.7,-50.7,6.4,.,.,.,17.4,-3.3,-5.2
CCCCn1c(N)c(N(CC)C(=O)C2=COCCO2)c(=O)[nH]c1=O,-2.1,4.6,0.3,4.2,.,.,.,-6.8,9.0,6.6
CC(C)(C)NC(=O)C(c1ccc(F)cc1)N(CC1CCCO1)C(=O)c1csnn1 (centres undefined),-4.1,3.3,0.1,6.5,-2.1,-0.1,4.5,3.0,-14.4,5.2
O=C(NNC(=O)C(c1ccccc1)c1ccccc1)c1ccccn1,-25.7,21.6,7.7,-22.6,-1.3,25.5,54.9*,11.2,4.5,72.2*
OCc1nnn(-c2ccccc2)c1CO,-7.4,9.3,-0.8,1.9,2.2,1.0,-1.3,-7.9,4.2,-7.9
COc1ccc(CNC(=S)NC2CCCC2)cc1,-0.3,-65.5,0.5,4.2,1.9,-1.9,1.9,2.4,3.5,18.4
CCCC(=O)n1nc(-c2ccco2)nc1SCc1ccccc1,-3.1,79.6,0.3,-6.2,-5.1,-43.9,-5.0,6.7,-1.2,-11.3
Cc1ccc(S(=O)(=O)c2nc(S(C)(=O)=O)sc2N(C)C)cc1,-9.7,19.1,-2.0,-2.4,4.6,-6.6,-1.1,1.5,-3.6,-53.3
CCNC(=O)c1ccc(C23CC4CC(CC(C4)C2)C3)o1,-3.1,14.6,-0.1,7.9,2.7,9.5,-0.3,1.9,6.6,12.9
CC(=O)N1N=C(c2cccc(O)c2)CC1c1cccs1 (centres undefined),8.1,17.3,-0.3,1.2,-3.6,-44.8,0.7,-4.9,-2.1,-3.9
O=C(CCS(=O)(=O)c1ccccc1)N1CCN(c2ccccc2F)CC1,16.6,13.3,1.9,12.8,1.1,-128.8,5.7,0.9,-2.4,-26.4
Cc1nnc(SCC(=O)Nc2cc(-c3cc(C)c(C)cc3C)nn2-c2ccccc2)s1,5.2,13.9,-0.2,5.8,3.1,-14.3,2.6,6.7,4.9,-9.2
Oc1ccc(-c2cn3ccccc3n2)cc1O,13.6,-3.5,45.0*,14.9,-4.4,-184.5,6.3,-0.6,7.1,-123.8
CCN1CCOC(CC(=O)Nc2cccc([N+](=O)[O-])c2)C1=O (centres undefined),0.2,30.0,3.2,-2.7,-1.0,8.0,-4.1,4.7,-0.4,4.2
Cc1cccc(Nc2nnc(-c3ccc(N4CCOCC4)c([N+](=O)[O-])c3)c3ccccc23)c1,-13.6,29.2,-0.7,-12.4,0.8,-10.9,0.9,58.9*,-0.2,33.1
O=C(COC(=O)c1cc([N+](=O)[O-])ccc1NCCO)c1ccc(Cl)cc1,-6.8,0.9,-0.1,-25.0,-2.1,-22.7,3.1,1.5,-5.9,35.5
CCCCOCCCn1cnc2c([nH]c3cc(OC)ccc32)c1=O,-2.7,13.5,-0.3,-8.5,-0.6,-1.1,-1.4,-3.6,3.7,4.8
# Next records.
SMILES,HSF1 inh,AI-2 QS mod,HIF act,HSF-1 act,HSP90 inh,KLF5 inhibitor,IEC-6 tox,SKKanGAS inh,Platelet DG rel,aSyn 5UTR inh
CCOC(=O)N1CCN(C(=S)NC(=O)C23CC4CC(CC(C4)C2)C3)CC1,-3.3,5.3,-0.1,-3.9,2.4,13.3,-1.7,1.6,-5.4,6.2
CCc1ccccc1NC(=O)NNS(=O)(=O)c1cc(C)ccc1C,-3.2,-1.9,-0.3,0.1,-1.1,-8.7,-0.9,51.2*,16.6,3.2
COc1ccc(/C=N/NC(=O)CCn2cnc3ccccc32)cc1,4.4,11.6,-0.3,-6.8,4.4,-32.9,4.3,-4.5,1.0,15.4
CC(C)CN(C(=O)C1CSC2(C)CCC(=O)N12)c1c(N)n(Cc2ccccc2)c(=O)[nH]c1=O (centres undefined),0.6,7.0,0.3,-4.9,4.1,-19.5,-1.2,-3.7,-7.1,-6.6
CCc1ccccc1NC(=O)C/C(C)=N/NC(=O)COc1ccccc1C,3.8,-3.3,0.3,12.7,1.5,-10.5,-3.5,-1.2,-0.3,10.2
C=CCNC(=S)Nc1cccc([N+](=O)[O-])c1,0.2,13.3,-0.1,8.3,-2.0,-34.0,1.1,7.9,-1.6,-1.7
O=C1COCC(=O)N1CCc1c[nH]c2ccccc12,-1.2,20.9,-0.5,16.2,4.0,4.9,0.1,3.9,-8.8,6.7
O=[N+]([O-])/C=C1/CCCCCN1,-0.8,16.3,1.0,5.1,-0.3,-4.4,3.4,4.3,3.5,0.8
O=C(Cc1cccs1)Nc1ccc(NC(=O)c2ccco2)cc1,6.0,14.3,2.3,43.9,-3.3,-51.6,1.5,-6.1,-3.9,-59.8
Cn1c(O)c(N=NC(=O)C2COc3ccccc3O2)c2ccccc21 (centres undefined),23.2,-8.2,-0.2,28.5,0.2,6.9,-6.3,8.8,1.9,-18.8
COc1ccc(/C=N\NC(=O)c2ccccc2[N+](=O)[O-])cc1COc1c(F)c(F)c(F)c(F)c1F,3.0,41.1,-0.2,12.4,-1.0,2.6,3.2,1.6,-2.7,5.8
O=C1c2ccccc2-c2nc3ncnn3c(-c3ccccc3Cl)c21,-0.2,15.2,0.0,-6.1,-0.1,-19.6,-3.4,-1.0,3.6,-48.0
CC(=O)c1cccc(NC(=O)COC(=O)COc2ccc(Cl)cc2)c1,0.4,19.8,0.2,-7.6,-5.9,-10.9,-5.6,-9.4,1.4,-16.5
Nc1ccc(C(CC(=O)O)n2cccc2)cc1 (centres undefined),0.0,12.5,0.1,19.5,4.9,-1.0,-1.4,-3.7,3.6,7.0
Cc1ccc2oc(-c3ccco3)cc(=O)c2c1,22.0,8.1,3.7,48.1,-0.9,-94.1,-1.5,-3.5,5.5,-170.5
C=CCn1c(SCC(=O)NNC(=O)Nc2ccc(C)cc2)nnc1-c1ccccc1,-15.6,10.2,-0.5,-33.0,1.0,-29.2,-9.2,4.4,3.9,2.6
CC(C)n1c(=S)[nH]c2scc(-c3cccs3)c2c1=O,-8.2,41.2,0.0,-10.7,2.7,1.6,-2.7,42.6,-1.1,16.0
CCOc1cc(CN2CCN(CCOCCO)CC2)ccc1OC,-4.6,26.9,-0.4,-11.3,-0.9,-19.0,-2.5,-8.1,-2.9,22.0
C[C@@H](C(O)c1ccccc1)N(C)C(=O)CCc1ccccc1 (some centres undefined),-5.0,34.9,1.3,-1.1,-1.3,-9.5,2.0,-0.6,-3.3,-17.6
NC(=O)c1ccsc1NC(=O)Cc1ccc([N+](=O)[O-])cc1,.,15.5,.,.,-3.4,2.4,-2.8,.,.,.
C/C(=N\N(c1ccccc1)c1ccccc1)c1ccc(N)cc1,5.7,22.1,-0.5,8.2,.,.,.,-1.3,-3.9,5.7
O=C(c1ccc(=O)[nH]c1)N(Cc1cccs1)C1(C(=O)NC2CCCC2)CCCCC1,18.1,0.0,-1.3,8.7,2.6,-13.7,1.4,1.8,-6.0,24.1
C/C(=C\C(=O)c1sccc1Cl)N(C)C,14.7,.,5.9,22.4,-4.2,-84.5,-4.7,3.3,6.1,-33.9

# An excerpt of these results, with two lines to a compound:
# Order of results: HSF1 inh | AI-2 QS mod | HIF act | HSF-1 act | HSP90 inh | KLF5 inhibitor | IEC-6 tox | SKKanGAS inh | Platelet DG rel | aSyn 5UTR inh
- COc1ccc(/C=N/NC(=O)CCn2cnc3ccccc32)cc1
  4.4 | 11.6 | -0.3 | -6.8 | 4.4 | -32.9 | 4.3 | -4.5 | 1.0 | 15.4
- CC(C)CN(C(=O)C1CSC2(C)CCC(=O)N12)c1c(N)n(Cc2ccccc2)c(=O)[nH]c1=O (centres undefined)
  0.6 | 7.0 | 0.3 | -4.9 | 4.1 | -19.5 | -1.2 | -3.7 | -7.1 | -6.6
- CCc1ccccc1NC(=O)C/C(C)=N/NC(=O)COc1ccccc1C
  3.8 | -3.3 | 0.3 | 12.7 | 1.5 | -10.5 | -3.5 | -1.2 | -0.3 | 10.2
- C=CCNC(=S)Nc1cccc([N+](=O)[O-])c1
  0.2 | 13.3 | -0.1 | 8.3 | -2.0 | -34.0 | 1.1 | 7.9 | -1.6 | -1.7
- O=C1COCC(=O)N1CCc1c[nH]c2ccccc12
  -1.2 | 20.9 | -0.5 | 16.2 | 4.0 | 4.9 | 0.1 | 3.9 | -8.8 | 6.7
- O=[N+]([O-])/C=C1/CCCCCN1
  -0.8 | 16.3 | 1.0 | 5.1 | -0.3 | -4.4 | 3.4 | 4.3 | 3.5 | 0.8
- O=C(Cc1cccs1)Nc1ccc(NC(=O)c2ccco2)cc1
  6.0 | 14.3 | 2.3 | 43.9 | -3.3 | -51.6 | 1.5 | -6.1 | -3.9 | -59.8
- Cn1c(O)c(N=NC(=O)C2COc3ccccc3O2)c2ccccc21 (centres undefined)
  23.2 | -8.2 | -0.2 | 28.5 | 0.2 | 6.9 | -6.3 | 8.8 | 1.9 | -18.8
- COc1ccc(/C=N\NC(=O)c2ccccc2[N+](=O)[O-])cc1COc1c(F)c(F)c(F)c(F)c1F
  3.0 | 41.1 | -0.2 | 12.4 | -1.0 | 2.6 | 3.2 | 1.6 | -2.7 | 5.8
- O=C1c2ccccc2-c2nc3ncnn3c(-c3ccccc3Cl)c21
  -0.2 | 15.2 | 0.0 | -6.1 | -0.1 | -19.6 | -3.4 | -1.0 | 3.6 | -48.0

# An excerpt from above, showing only KLF5 inhibitor, HSF1 inh and HSP90 inh:
canonical_smiles	KLF5 inhibitor	HSF1 inh	HSP90 inh
C=CCn1c(SCC(=O)NNC(=O)Nc2ccc(C)cc2)nnc1-c1ccccc1	-29.2	-15.6	1.0
CC(C)n1c(=S)[nH]c2scc(-c3cccs3)c2c1=O	1.6	-8.2	2.7
